MEKK2 WT-MEK5: raises or lowers MEK5 binding to wildtype human MEKK2 PB1 domain; bead flow cytometry, Alexa488-MEK5 binding to MEKK2 WT; actives lie on both sides; binding response (% of control), % at 10 µM; 290,000 compounds, 1.1% hits; AID 1531; in the data active = binding response below about 67% or above about 130%
M18AAP inhibitor: blocks P. falciparum M18 aspartyl aminopeptidase | recombinant PfM18AAP, H-Glu-NHMec fluorogenic cleavage | inhibition, % at 7.35 µM | 290,000 compounds, 1.2% hits | AID 1822;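 active = inhibition above the campaign mean inhibition over all tested compounds plus 3 SD, cut at about 28% in these data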;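 also: 0% = plate median of test compound wells and 100% = 2 mM ZnCl2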
NALP1 yeast inh: blocks the NALP1 inflammasome reconstituted in yeast. 280,000 compounds, 0.61% hits. S. cerevisiae NALP1/ASC/caspase-1 growth, X-gal OD620, 72 h. inhibition, % at 10 µM; in the data active = inhibition mostly above about 24%, no sharp cut-off; inactive = mostly below about 32%; also: some compounds called inactive have numbers as strong as hits
OXTR agonist: agonists of human oxytocin receptor; P30559; CHO-OTR cells, Fluo-8 calcium fluorescence; normalized: DMSO 0%, oxytocin 100%; activation, % at 3 µM; 320,000 compounds, 0.32% hits; AID 2435;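 active = activation above the mean of all tested compounds plus 3 SD, cutoff set per screening run, cut at about 20% in these data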;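 also: peak over basal fluorescence ratio from a 100 s FLIPR kinetic read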
Target sequence (P30559 whole entry, looked up): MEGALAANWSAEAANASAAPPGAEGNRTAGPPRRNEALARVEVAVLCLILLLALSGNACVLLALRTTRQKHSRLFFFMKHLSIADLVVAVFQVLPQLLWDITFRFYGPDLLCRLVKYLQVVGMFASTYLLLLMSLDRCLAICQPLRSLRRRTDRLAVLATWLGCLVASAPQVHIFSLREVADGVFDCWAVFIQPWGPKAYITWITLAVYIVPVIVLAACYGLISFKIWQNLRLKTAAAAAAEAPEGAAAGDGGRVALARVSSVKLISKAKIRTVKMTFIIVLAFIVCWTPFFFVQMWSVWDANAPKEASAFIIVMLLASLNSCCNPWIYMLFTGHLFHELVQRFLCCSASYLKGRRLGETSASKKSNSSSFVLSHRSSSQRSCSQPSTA
GPR7 antag: antagonists of human GPR7 (neuropeptides B/W receptor 1) | AID 1861 | GPR7-expressing cells, fluorescence antagonist assay | 290,000 compounds, 1.1% hits | inhibition, % at 4.4 µM | P48145; in the data active = inhibition above about 16%, passing the limit was not always enough;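 also: cells stimulated with the agonist NPW; 0% = agonist with vehicle and 100% = vehicle without agonist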
Target sequence (P48145 whole entry, looked up): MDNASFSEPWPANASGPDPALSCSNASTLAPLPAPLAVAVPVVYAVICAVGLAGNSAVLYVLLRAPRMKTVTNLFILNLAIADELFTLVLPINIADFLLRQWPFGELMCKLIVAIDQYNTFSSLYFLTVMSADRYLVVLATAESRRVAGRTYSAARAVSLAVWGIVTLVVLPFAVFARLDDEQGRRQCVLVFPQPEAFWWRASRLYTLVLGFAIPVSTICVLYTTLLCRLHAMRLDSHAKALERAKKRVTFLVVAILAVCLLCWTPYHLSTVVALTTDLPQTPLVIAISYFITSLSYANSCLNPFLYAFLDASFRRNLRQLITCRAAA
MEKK3 PB1 HTS: MEKK3-MEK5 PB1 interaction, increase or decrease | 290,000 compounds, 1.4% hits | AID 1529 | binding response (% of control), % at 10 µM | bead-based flow cytometry, Alexa488-MEK5 binding to MEKK3; actives lie on both sides; 0 = blocked by unlabeled MEK5, 100 = vehicle | Q99759;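 active = binding response more than 3 SD above or below the average of its plate-row segment, actives on both sides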;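 also: Alexa488 bead fluorescence after subtracting the streptavidin-only scavenger bead signal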
FID counter: fluorescent intercalator displacement, NS3 helicase counter-screen; DNA fluorescent intercalator displacement, fluorescence; inhibition, % at 7.9 µM; 290,000 compounds, 0.17% hits; AID 1845; in the data active = inhibition above about 37%;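 also: 0% = vehicle and 100% = reference compound; higher means more ethidium bromide displaced from hairpin DNA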
PHOSPHO1 block: blocks human PHOSPHO1 phosphatase activity | recombinant PHOSPHO1, absorbance phosphatase assay | 290,000 compounds, 1.1% hits | inhibition, % at 13.3 µM; in the data active = inhibition above about 60%
Target sequence (Q8TCT1 whole entry, looked up): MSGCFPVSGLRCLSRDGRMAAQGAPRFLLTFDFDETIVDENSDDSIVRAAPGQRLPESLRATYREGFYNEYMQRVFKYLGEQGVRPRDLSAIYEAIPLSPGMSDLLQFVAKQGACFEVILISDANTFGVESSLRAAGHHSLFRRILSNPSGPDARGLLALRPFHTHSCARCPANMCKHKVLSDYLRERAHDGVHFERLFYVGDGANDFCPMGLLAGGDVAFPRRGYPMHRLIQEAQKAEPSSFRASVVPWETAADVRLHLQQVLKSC
MEKK2 mut-MEK5: signal of MEK5 binding to mutant human MEKK2 PB1 domain. 290,000 compounds, 0.35% hits. percent response, % at 10 µM. bead flow cytometry, Alexa488-MEK5 binding to MEKK2 mutant; in the data active = percent response above about 24%, passing the limit was not always enough; also: inactives centre near 1; some results filed as inactive read as strong as hits; reference of the scale not given here
An asterisk follows results filed as active; · = no result given.

SMILES	MEKK2 WT-MEK5	M18AAP inhibitor	NALP1 yeast inh	OXTR agonist	GPR7 antag	MEKK3 PB1 HTS	FID counter	PHOSPHO1 block	MEKK2 mut-MEK5
CC12CCC(C(=O)N3CCN(c4ncccn4)CC3)(c3nc4ccccc4nc31)C2(C)C (stereo unspecified)	99	-2	-6	-0.8	4	100	-17	-2	-3
Cc1ccc(C(=O)N2CCC(C(=O)NCc3ccco3)CC2)cc1	100	-8	3	0.1	-12	102	-9	10	-2
C=CCSc1nnc(NC(=O)c2cn(CC)c3nc(C)ccc3c2=O)s1	101	-11	13	-0.9	-9	101	-2	30	-1
CCOC(=O)C1(Cc2cccc(F)c2)CCN(C(=O)c2cnccn2)CC1	96	-2	-6	-0.4	-6	105	-18	32	-5
CC(=O)c1ccc(NC(=O)c2cc(CC(C)C)on2)cc1	107	5	31	-1.1	-9	106	-7	6	8
Cc1ccc(C(=O)Oc2ccc(C(=S)N3CCOCC3)cc2)cc1	103	10	10	-0.7	30	99	-29	16	5
COc1ccc(CSc2nnc(SCc3ccc([N+](=O)[O-])cc3)s2)cc1	99	5	3	-1.2	-9	97	8	10	3
O=C(Cc1c[nH]c2ccccc12)N/N=C/c1ccc(F)cc1	103	10	4	3.8	11	139*	-6	6	0
COc1cc(C(=O)Nc2cccc(NC(=O)c3cccs3)c2)cc(OC)c1OC	105	-13	8	·	-17	104	-23	30	3
Cc1cccc(-n2c(CCN3C(=O)c4ccccc4C3=O)nc3ccccc3c2=O)n1	102	6	23	·	5	99	6	7	2
CN(C)c1ccc(-c2nnn(Cc3ccccc3Br)n2)cc1	97	2	17	0.0	-4	98	-5	8	-3
COC(=O)c1ccc2c(c1)N(Cc1cc(C)ccc1C)C(=O)c1ccccc1S2=O (stereo unspecified)	94	-1	17	·	-12	94	-3	-14	4
Cn1c(=NC(=O)c2ccc3c(c2)OCCO3)sc2cc(S(C)(=O)=O)ccc21	111	3	0	0.3	-7	108	-10	-3	-1
Cn1c(SCC(=O)N2CCCc3ccccc32)nnc1-c1ccco1	·	0	-29	0.3	-2	·	-8	6	·
O=C(c1ccccc1)N(c1ccccc1)C1C=CS(=O)(=O)C1 (stereo unspecified)	98	3	18	-0.5	-7	92	-1	-6	-1
O=C(COc1ccc(Cl)cc1)NCCCNC(=O)c1ccccn1	81	-12	7	19	-10	89	-19	23	-13
COc1cccc(N=C2C(=O)N3CCCc4cccc2c43)c1	96	-2	26	-0.4	5	110	-8	2	-1
CN(CCn1ccnc1)Cc1cn(-c2ccccc2)nc1-c1ccc2c(c1)OCO2	134	3	-13	-0.5	-2	106	10	60*	15
CC(C)(C)Nc1nc(NN)nc(NC(C)(C)C)n1	110	6	7	-2.0	-11	104	-8	-5	7
O=C(NCCc1ccc(F)cc1)c1cc2ccccc2oc1=O	107	-4	13	0.8	-13	102	-2	20	8
COc1ccc(-c2c[n+](CC(=O)OC3CC(C)CCC3C(C)C)c3n2CCC3)cc1 (stereo unspecified)	106	6	-4	-0.7	42*	76	12	34	16
COc1ccc(CN2CCNC(=O)C2CC(=O)NCCc2nc(C)c(C)s2)cc1C (stereo unspecified)	124	7	22	0.1	-6	106	-18	9	15
O=C(CSc1nnc(NC(=O)c2cc(Br)ccc2Cl)s1)NCC1CCCO1 (stereo unspecified)	102	3	6	-0.2	-14	97	-29	29	5
O=C(CN1CCN(Cc2ccccc2)CC1)NC(c1ccccc1)c1ccccc1	97	0	·	-0.5	-1	95	4	-12	2
COc1ccccc1NC(=O)CN1C(=O)COc2ccc(S(=O)(=O)N3CCCCCC3)cc21	99	5	7	-2.0	2	100	-35	43	4

Single values from the entries so far.
CC12CCC(C(=O)N3CCN(c4ncccn4)CC3)(c3nc4ccccc4nc31)C2(C)C (stereo unspecified) @ PHOSPHO1 block: -2
Cc1cccc(-n2c(CCN3C(=O)c4ccccc4C3=O)nc3ccccc3c2=O)n1 @ FID counter: 6

(further entries)
SMILES	MEKK2 WT-MEK5	M18AAP inhibitor	NALP1 yeast inh	OXTR agonist	GPR7 antag	MEKK3 PB1 HTS	FID counter	PHOSPHO1 block	MEKK2 mut-MEK5
COc1ccc(/C(C)=N/Nc2ccc(C(=O)O)cc2)c(OC)c1	94	29*	34	-0.8	1	93	-9	6	-2
O=C(N/N=C/c1cccc(OC(=O)c2ccc3c(c2)OCO3)c1)c1cncc(Br)c1	104	-9	24	0.8	-1	105	-3	16	0
COc1cc(NC(=O)C2CCCN2S(=O)(=O)c2ccc3c(c2)CC(C)N3C(C)=O)cc(OC)c1 (stereo unspecified)	95	6	-5	1.4	-5	93	-43	34	1
CCSc1nnc(NC(=O)COc2ccc3ccccc3c2)s1	99	-2	20	0.7	-5	105	-2	38	3
O=C1NC(=Nc2ccccc2)SC1Cc1ccccc1 (stereo unspecified)	97	0	30	-0.7	-5	109	-6	16	-15
Cc1ccc(S(=O)(=O)N2CCC(N3CCN(C)CC3)CC2)cc1Cl	105	-12	19	-0.1	-2	101	5	10	7
Cc1cc(O)cc(O)c1C=NCc1ccco1	100	12	-12	3.1	-2	110	-10	-4	-1
Cn1c(=O)[nH]c(=O)c2c1nc(CN1CCN(c3ccc(F)cc3)CC1)n2CCN1CCOCC1	105	13	17	-0.1	14	98	-18	0	-6
Cc1c(NC(=O)C2CCCN2S(=O)(=O)c2cccc3nsnc23)cccc1C(=O)O (stereo unspecified)	106	8	-10	-0.1	-2	110	-8	-13	9
COc1ccc(NC(=O)NC(=O)c2ccccc2)cc1	103	-3	1	1.4	-1	99	-4	-8	2
Fc1ccc(-n2cc(-c3ccccc3)c3c(=S)nc[nH]c32)cc1	99	1	-13	-2.3	-19	101	-40	-9	-5
CCNc1c(NC(=O)C2CCC(C)CC2)c(=O)oc2ccccc12 (stereo unspecified)	98	1	-3	2.3	-5	102	-6	0	-5
CC(=O)c1ccc(NC(=O)C(C)N(C)CC(=O)Nc2ccccc2Cl)cc1 (stereo unspecified)	104	-8	6	-0.8	18	111	-28	38	-5
c1ccc(-c2noc(CN3CCN(c4cnccn4)CC3)n2)cc1	97	-5	-4	1.1	-9	103	-18	39	2
Cn1ccnc1SCC(=O)Nc1cccc(O)c1	95	-1	6	1.2	-6	97	0	0	-6
COc1ccc(S(=O)(=O)NC2CC2)cc1-n1cnnn1	91	-4	-6	0.7	-4	98	5	29	-10
COC(=O)/C(N=Nc1cccc(C(F)(F)F)c1)=C(\C)O	101	-10	11	-2.1	-4	99	0	27	4
COc1ccccc1C(=O)N/C(=C/c1ccccc1)C(=O)Nc1ccc(C(=O)O)cc1	88	-1	7	1.1	4	94	-27	-20	-11
COC(=O)CSc1nnc([C@H](CC(C)C)NC(=O)OC(C)(C)C)o1	92	-5	-11	0.6	4	96	-19	-21	-7
CCOc1ccc(OCc2ccc(C(=O)N/N=C(\C)c3ccccn3)cc2)cc1	97	4	19	1.4	-10	105	-3	32	-2
COc1ccc(CNc2ncc(-c3ccc(F)cc3)n2C)cc1OC	111	1	17	2.6	-3	105	9	-26	3
CCN(c1ccccc1)S(=O)(=O)c1ccc(NC(=O)C(C)(C)C)cc1	94	-3	0	0.0	8	92	-17	13	-5
COc1ccc(/C(O)=C2\C(=O)C(=O)N(Cc3ccco3)C2c2cc(OC)ccc2OC)cc1 (stereo unspecified)	95	5	12	0.3	-10	87	-42	-20	-3
Cc1nn2c(=O)cc(CSc3ccccc3NC(=O)c3ccccc3F)nc2s1	96	-3	27	0.6	-7	97	-46	28	-3
Cc1ccc(NP(=O)(c2ccc(N(C)C)cc2NC(=O)c2cccs2)N2CCOCC2)cc1 (stereo unspecified)	104	2	26	-0.5	2	102	-6	-12	20

Next entries.
SMILES	MEKK2 WT-MEK5	M18AAP inhibitor	NALP1 yeast inh	OXTR agonist	GPR7 antag	MEKK3 PB1 HTS	FID counter	PHOSPHO1 block	MEKK2 mut-MEK5
Cc1cc(NC(=O)Cn2nc(-c3ccccc3F)ccc2=O)ccc1-n1cnnn1	100	4	6	1.1	8	95	-1	1	2
COc1cccc(CN2CC(C(=O)NCc3cnn(C)c3)CCC2=O)c1 (stereo unspecified)	109	-2	2	0.6	-2	104	-2	48	5
Cc1cccc(NNC(N)=S)c1C	116	-36	-6	0.9	-16	105	3	5	18
COc1cc(C2Nc3ccccc3NC3=C2C(=O)CC(C)(C)C3)cc(OC)c1OC(C)=O (stereo unspecified)	97	-2	3	0.5	-11	93	-14	-167	3
COc1ccc(OC)c(C2CC(=O)NC(SC)=C2C#N)c1 (stereo unspecified)	122	-2	-1	0.1	-7	112	-8	6	14
COC(=O)c1c(N2C(=O)CC(Sc3ccccc3C(=O)O)C2=O)sc2c1CCCC2 (stereo unspecified)	99	-22	-2	-0.8	-12	100	-30	-6	2
Cc1ccc(CN(c2ccc(C(=O)NCc3ccccn3)cc2)S(C)(=O)=O)cc1	109	-7	-16	16	5	105	-25	-5	8
CC(C)c1nc2sc3c(SCC(=O)NCc4ccco4)ncnc3c2c2c1CCC2	102	10	9	-0.5	0	105	-22	-3	1
O=C(OCc1nc2ccc(Cl)cc2n1CCO)c1ccccc1C(=O)c1ccccc1	102	4	20	3.2	6	99	-28	-3	-2
O=C1NC(=S)S/C1=C/c1ccc(OC(=O)c2ccco2)cc1	103	-10	8	2.6	28*	101	-4	47	2
COC(=O)Cc1[nH]nc2c1C(c1cc(OC)c(OC)c(OC)c1)C(C#N)=C(N)O2 (stereo unspecified)	97	3	·	0.5	-21	108	2	24	3
O=C(CCc1ccc(S(=O)(=O)N2CCCCC2)cc1)c1nnc(-c2ccccc2)o1	103	-6	4	-1.4	10	104	-16	3	1
Nc1ccc2c(C(F)(F)F)cc(=O)oc2c1	106	3	-4	0.7	-11	107	-5	-25	7
O=C(Nc1ccc(N2CCOCC2)cc1N1CCOCC1)c1cccs1	101	6	19	-0.1	-6	102	-11	22	-1
COc1cc(O)c2c(c1)COC2=O	104	-1	24	-0.3	1	99	0	-2	1
CCOc1ccc2nc(CN3CCN(Cc4ccccc4OCC)C(CCO)C3)ccc2c1 (stereo unspecified)	114	2	-5	-1.8	-14	107	-4	29	11
CCCC(=O)NC(=S)Nc1ccc(N2CCOCC2)c(Cl)c1	105	-7	26	0.4	-4	104	-17	-2	-1
Cc1nc2cc(F)ccc2n1C1CCN(S(=O)(=O)c2ccccc2)CC1	110	4	8	5.5	6	106	-12	11	4
Cn1c(CCn2ccccc2=O)nc2cc(NC(=O)COc3ccccc3)ccc21	101	10	9	0.5	-5	101	-35	8	1
O=C(Cc1cccc2ccccc12)NNC(=O)Nc1ccc(Cl)cc1	94	-13	·	1.7	0	100	-6	13	-4
COc1ccc(N2CCN(C(CNC(C)=O)c3ccc4c(c3)OCO4)CC2)cc1 (stereo unspecified)	104	6	33	-0.5	-6	98	-10	10	-2
CCOC(=O)N1CCN(C(=O)CN(C)S(=O)(=O)c2ccc3c(c2)c(=O)n(C)c(=O)n3C)CC1	93	-4	5	-0.7	20	101	-23	3	-8
COCCCn1c(=S)[nH]c2sc3c(c2c1=O)CCCS3	99	-7	7	-0.7	-2	101	-3	52	-3
CN1CCCN(C(c2ccccc2)c2ccc(Cl)cc2)CC1 (stereo unspecified)	104	-8	34	5.7	7	111	18	-4	4

Records listed above shown as hits in GPR7 antag:
SMILES | MEKK2 WT-MEK5 | M18AAP inhibitor | NALP1 yeast inh | GPR7 antag | MEKK3 PB1 HTS | PHOSPHO1 block | MEKK2 mut-MEK5
COc1ccc(-c2c[n+](CC(=O)OC3CC(C)CCC3C(C)C)c3n2CCC3)cc1 (stereo unspecified) | 106 | 6 | -4 | 42* | 76 | 34 | 16
O=C1NC(=S)S/C1=C/c1ccc(OC(=O)c2ccco2)cc1 | 103 | -10 | 8 | 28* | 101 | 47 | 2
